ARFGAP1 inhibitor = inhibitors of rat ARFGAP1 | Q62848 | Arfgap1-stimulated ARF1 GTP hydrolysis, GDP FP detection | inhibition, % at 16.5 µM | 0.26% of 360,000 active | AID 651572;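 active means inhibition above a per-plate limit, mean inhibition of low control wells plus 3 SD, cut at about 25% in these data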;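 further: 0% = DMSO wells with enzyme and 100% = wells lacking Arfgap1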
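Material: rat Arfgap1 catalytic domain, aa 1-136; also added: human ARF1(Δ1-17)-GTP substrate; compound dosing: one concentration, 16.5 µM, DMSO 1.26%; incubation: GTP hydrolysis reaction 2 h at 25 °C; measured by: Tracer-displacement fluorescence polarization with EDTA stop, 620/688 nm; evaluation: % inhibition from polarization; repeats: one replicate per compound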
rCAG RNA binder = binds r(CAG) RNA repeats; 1.3% of 370,000 active; AID 651821; r(CAG) RNA repeat, TO-PRO-1 dye displacement fluorescence; inhibition, % at 3 µM;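 active means inhibition above the plate cutoff, the mean of all test compounds on that plate plus 3 SD, cut at about 35% in these data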;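 further: 0% = DMSO alone and 100% = 100 µM mitoxantrone as full dye displacement; higher means more dye released from RNA so lower well fluorescence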
GC-B act = GC-B (human) receptor activation. activation, % at 10 µM. AID 1920062. 0.11% of 370,000 active. P20594. HEK293-GC-B cells, CNP EC30, cGMP TR-FRET; 0% at EC30 CNP, 100% saturating CNP;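 active means activation at 10 µM reaching about 35% in either raw or pattern-adjusted values, limit read from the data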
Target sequence (P20594 whole entry, looked up): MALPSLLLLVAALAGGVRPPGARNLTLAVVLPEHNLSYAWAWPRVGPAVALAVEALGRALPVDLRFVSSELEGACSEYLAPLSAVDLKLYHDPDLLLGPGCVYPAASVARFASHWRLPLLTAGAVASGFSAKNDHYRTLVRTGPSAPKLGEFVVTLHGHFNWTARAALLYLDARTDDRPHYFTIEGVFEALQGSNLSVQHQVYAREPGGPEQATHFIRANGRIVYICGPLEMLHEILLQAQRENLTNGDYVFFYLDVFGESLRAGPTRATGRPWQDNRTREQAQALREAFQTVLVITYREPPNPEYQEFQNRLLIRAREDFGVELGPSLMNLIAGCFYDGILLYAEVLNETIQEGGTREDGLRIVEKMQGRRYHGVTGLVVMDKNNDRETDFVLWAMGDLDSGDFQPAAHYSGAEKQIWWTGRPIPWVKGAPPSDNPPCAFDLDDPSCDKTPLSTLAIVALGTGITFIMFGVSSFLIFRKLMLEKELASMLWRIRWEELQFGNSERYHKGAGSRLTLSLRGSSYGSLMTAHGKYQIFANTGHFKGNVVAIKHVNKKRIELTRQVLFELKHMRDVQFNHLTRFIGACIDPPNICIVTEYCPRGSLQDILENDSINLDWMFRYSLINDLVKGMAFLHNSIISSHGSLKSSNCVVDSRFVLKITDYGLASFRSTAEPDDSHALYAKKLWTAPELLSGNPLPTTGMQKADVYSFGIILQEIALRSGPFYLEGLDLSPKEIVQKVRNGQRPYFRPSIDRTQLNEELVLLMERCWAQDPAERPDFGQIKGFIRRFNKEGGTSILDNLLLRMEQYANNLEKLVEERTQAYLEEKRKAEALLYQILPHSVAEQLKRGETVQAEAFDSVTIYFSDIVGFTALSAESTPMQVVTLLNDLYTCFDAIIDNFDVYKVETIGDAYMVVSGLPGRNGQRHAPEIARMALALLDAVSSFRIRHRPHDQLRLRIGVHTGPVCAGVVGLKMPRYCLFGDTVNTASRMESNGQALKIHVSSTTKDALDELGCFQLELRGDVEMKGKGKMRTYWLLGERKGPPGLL
Tn6 DDE FP = inhibitors of Tn6 peptide binding to human fibrin DD(E); P02675; Fibrin DD(E) TRITC-Tn6 fluorescence polarization displacement; inhibition, % at 8.3 µM; 0.21% of 370,000 active;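 active means inhibition above a per-campaign cutoff: mean of compounds within control limits plus 3 SD, cut at about 15% in these data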;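 further: 0% = median of all compound wells on the plate and 100% = blocking peptide control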
HGIII-sPLA2 inh = Blocks human group III sPLA2 activity. inhibition, % at 12.2 µM. Q9NZ20. QFRET BODIPY PC-A2 liposome hydrolysis, fluorescence. 0.56% of 370,000 active. AID 743126;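 active means inhibition above mean plus 3 SD of compounds lying within the high and low control bounds, cut at about 19% in these data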;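 further: 0% = median of test compound wells and 100% = no enzyme DMSO wells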
proKLK7 act = activates the human kallikrein-7 zymogen. activation, % at 7 µM. AID 652039. purified proKLK7, EDANS-DABCYL substrate fluorescence; 100% is mature enzyme control, 0% vehicle. 0.9% of 370,000 active. P49862;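 active means activation above the mean of all tested compounds plus 3 SD, computed per campaign excluding outliers beyond control limits, cut at about 13% in these data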
ADAM10 inh = ADAM10 inhibition, QFRET primary screen | recombinant ADAM10, EDANS/DABCYL FRET peptide cleavage, 3 h | inhibition, % at 7 µM | 0.62% of 370,000 active | O14672 | AID 720582;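 active means inhibition above a per-campaign cutoff equal to the mean of compounds falling between control-based bounds plus 3 SD, cut at about 20% in these data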;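 further: 0% = DMSO wells while the 100% control is not disclosed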
ASAP1 GAP inh = blocks human ASAP1-stimulated Arf1 GTP hydrolysis. GDP FP detection. Q9ULH1. AID 624377. 0.19% of 360,000 active. inhibition, % at 16.5 µM; in the data active means inhibition above about 25%;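 further: 0% = vehicle with enzyme and substrate and 100% = no enzyme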
GC-A act = GC-A (human) enzyme activation. HEK293 GC-A cells, cGMP TR-FRET, EC30 ANP; 0% at EC30 ANP, 100% saturating ANP. activation, % at 10 µM. 0.14% of 370,000 active. P16066; in the data active means activation above about 40%
GAA850 FXN act = increases GAA850 frataxin promoter reporter activity; HEK293 lucGAA850 FXN promoter luciferase reporter, 24 h; percent of 10 µM SAHA response; activation, % at 6 µM; 0.56% of 360,000 active;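 active means activation above the average of all compounds screened plus 3 SD, cutoff fixed separately per campaign, cut at about 7.5% in these data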;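 further: 0% = DMSO wells and 100% = 10 µM SAHA wells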
Numbers without * were called inactive; i = inactive; / = not tested or not shown.

SMILES	ARFGAP1 inhibitor	rCAG RNA binder	GC-B act	Tn6 DDE FP	HGIII-sPLA2 inh	proKLK7 act	ADAM10 inh	ASAP1 GAP inh	GC-A act	GAA850 FXN act
CC(Sc1nnc(-c2ccco2)n1C)C(=O)N1C(C)CCCC1C (stereo not drawn)	-10	1	5	0	3	0.1	-2	14	-2	-1.3
CC(C)Oc1ccc(C(=O)NCC(=O)OCC(=O)N(C)Cc2cccs2)cc1	-3	1	5	-4	1	-0.2	-4	-4	1	-1.6
Cc1ccc(C(=O)N/C(=C/c2ccc(Cl)cc2)C(=O)N2CCOCC2)cc1	-2	-1	0	1	-5	-0.1	3	2	3	2.8
Cc1ccc([C@H]2C[C@H](n3cc(COC(=O)c4ccccc4)nn3)[C@@H](O)CN2C(=O)C2CCCCC2)cc1	-1	4	-7	-2	-5	-0.2	-6	-2	-3	0.9
CC/C(=N\NC(=O)c1c[nH]c2ccccc12)c1cccs1	-2	3	-6	12	0	0.0	3	-2	1	6.8
O=C(COc1ccccc1)N=C1SC2CS(=O)(=O)CC2N1c1ccc(F)cc1 (stereo not drawn)	-9	0	-3	1	6	0.0	1	0	5	0.3
NC(=O)C1CCN(Cc2nc3ccccc3c(=O)[nH]2)CC1	11	-1	4	5	-4	-0.8	-3	-10	-1	-0.9
CCCN(C1CCS(=O)(=O)C1)S(=O)(=O)c1cc(OC)ccc1OC (stereo not drawn)	-8	0	1	2	5	-0.6	-13	2	1	0.7
COc1ccc(OC)c(NC(=O)COC(=O)c2ccc(OC)c(S(=O)(=O)N3CCCC3)c2)c1	7	1	4	0	1	0.4	-9	-7	6	0.2
CCCCOc1ccc(C(=O)OCC(=O)Nc2cc(C)on2)cc1	-2	-1	-3	7	-4	-0.3	-1	10	-1	-1.5
O=C(C1CCCN(c2ncnc3c2nc2n3CCCCC2)C1)N1CCN(c2ccc(Cl)cc2)CC1 (stereo not drawn)	-16	1	6	6	-18	1.3	8	3	1	-1.7
Cc1onc(-c2ccccc2Cl)c1C(=O)Nc1sc2c(c1C#N)CCC2	9	8	2	1	2	0.8	-2	15	1	0.5
COc1ccccc1Cn1c(=O)[nH]c2cccnc21	-5	-1	3	-2	1	0.0	-1	-10	-1	1.0
Cc1cc(/C=N/n2c(COc3ccccc3C)nc3ccccc3c2=O)c(O)c([N+](=O)[O-])c1	6	8	8	-1	8	-0.3	3	0	-21	2.4
CN(C)c1ccc(S(=O)(=O)N2CCCCC2)cc1NC(=O)COc1ccccc1F	-8	3	5	1	-6	0.3	1	-2	4	1.2

A run of entries from further up, as a working copy:
SMILES	ARFGAP1 inhibitor	rCAG RNA binder	GC-B act	Tn6 DDE FP	HGIII-sPLA2 inh	proKLK7 act	ADAM10 inh	ASAP1 GAP inh	GC-A act	GAA850 FXN act
O=C(C1CCCN(c2ncnc3c2nc2n3CCCCC2)C1)N1CCN(c2ccc(Cl)cc2)CC1 (stereo not drawn)	-16	1	6	6	-18	1.3	8	3	1	-1.7
Cc1onc(-c2ccccc2Cl)c1C(=O)Nc1sc2c(c1C#N)CCC2	9	8	2	1	2	0.8	-2	15	1	0.5
COc1ccccc1Cn1c(=O)[nH]c2cccnc21	-5	-1	3	-2	1	0.0	-1	-10	-1	1.0
Cc1cc(/C=N/n2c(COc3ccccc3C)nc3ccccc3c2=O)c(O)c([N+](=O)[O-])c1	6	8	8	-1	8	-0.3	3	0	-21	2.4
CN(C)c1ccc(S(=O)(=O)N2CCCCC2)cc1NC(=O)COc1ccccc1F	-8	3	5	1	-6	0.3	1	-2	4	1.2

The list goes on:
SMILES	ARFGAP1 inhibitor	rCAG RNA binder	GC-B act	Tn6 DDE FP	HGIII-sPLA2 inh	proKLK7 act	ADAM10 inh	ASAP1 GAP inh	GC-A act	GAA850 FXN act
CC1(C)CC(c2nc(-c3ccc([N+](=O)[O-])cc3)cs2)CCO1 (stereo not drawn)	4	-5	-5	0	1	-0.1	-7	6	5	-0.6
COc1ccccc1Nc1ncccc1C(=O)O	3	9	-1	-8	2	-0.2	1	-2	-4	0.4
COc1ccc(OC)c(NC(=S)N2CCN(Cc3ccccc3)CC2)c1	-7	-1	-1	2	2	-0.9	4	-8	-6	-1.9
COCCNC(=S)N(CCc1c(C)[nH]c2ccc(F)cc12)Cc1cccs1	6	-2	-12	-11	-24	0.4	19	16	-10	-0.3
CCc1ccc(C(=O)CSc2ncn[nH]2)cc1	4	0	-2	-4	-23	0.1	-2	2	3	1.4
O=C(/C=C/[C@H]1O[C@@H](n2cnc3c(NC(=O)c4ccccc4)ncnc32)[C@H](O)[C@@H]1O)NCC(c1ccccc1)c1ccccc1	-16	6	2	0	-20	1.5	-3	0	3	/
C=CCSc1nnc2c(n1)OC(c1c(C)[nH]n(-c3ccccc3)c1=O)Nc1ccccc1-2 (stereo not drawn)	2	41*	1	-3	4	0.0	1	-2	-4	2.2
O=C(c1ncc[nH]1)c1ccccc1C(=O)N1CCOCC1	1	0	0	-12	2	0.5	7	8	3	0.0
COc1ccc(CN2CCC(c3nc4ccc(Cl)cc4[nH]3)CC2)cc1	0	-3	-5	2	-6	0.2	-3	4	-5	1.8
O=CNCCc1nc2ccccc2n1CCc1ccccc1	0	-1	0	0	1	-0.1	2	-5	0	-1.2
O=C(COC(=O)/C=C/c1ccccc1)NCCC1=CCCCC1	-2	-5	4	1	1	-0.6	-4	16	0	-1.4
CC(Oc1ccccc1)C(=O)N=C1SC2CS(=O)(=O)CC2N1c1ccccc1 (stereo not drawn)	2	-2	3	5	0	-0.1	8	-1	-2	0.1
Cc1nnc2ccc(-c3cccc(NS(=O)(=O)c4cc(F)ccc4F)c3)nn12	-9	12	2	1	-8	-0.3	-4	5	2	7.4
COc1cccc(NC(=O)CCCCCN2C(=O)[C@@H]3Cc4ccccc4CN3C2=O)c1	7	-6	6	8	-7	0.1	1	5	0	1.5
Cc1cc(OCCOCCN2CCCC2)ccc1C(C)C	2	0	3	-3	-4	-0.2	-1	-3	2	-1.8
O=C(Nc1ccccc1)Nc1ccc2nnsc2c1	-5	5	-7	-11	-5	0.6	-8	8	3	0.5
N#Cc1cccc(NC(=O)CCN2C(=O)C3CCCCC3C2=O)c1 (stereo not drawn)	-12	1	6	-6	12	-0.1	-15	3	-3	-1.4
CCCCC[C@@H]1C=C(C(=O)O)[C@H](c2ccc(Br)cc2)N1S(=O)(=O)c1ccc(C)cc1	-13	80*	-3	-12	-54	-0.6	4	-2	1	3.2
COc1ccccc1CNCCS(=O)(=O)NCc1ccccc1OC	10	-1	-1	4	9	-0.2	-21	10	-1	0.3
Cn1ncc(Cl)c1C(=O)N1CCc2ccccc21	-1	0	-1	7	2	-0.1	3	-19	-4	-2.8
O=C(NN=C(Cc1ccccc1)Cc1ccccc1)c1ccncc1	2	4	4	-2	-19	0.3	2	-8	-2	-0.6
COc1ccc(CN2CCN(CC3CC3)CC2CCO)c(C)c1C (stereo not drawn)	8	-7	5	-1	1	-0.4	4	-2	0	-1.5
CN1CCc2c(sc(NC(=O)Cc3ccc(F)cc3)c2C(N)=O)C1	3	-4	-1	1	-1	0.7	-54	12	-3	1.5
Cc1ccc(N2C(=O)C3C4CC(=O)C(c5ccccc54)C3C2=O)cc1 (stereo not drawn)	8	0	5	-19	1	-0.2	3	-4	1	1.1
COc1ccc(NC(=O)CCN2C(=O)c3ccccc3C2=O)c(OC)c1	1	0	2	-2	3	-0.1	-6	14	-2	1.9
CC(OC(=O)/C=C/c1cccs1)C(=O)Nc1ccc(S(N)(=O)=O)cc1 (stereo not drawn)	11	10	2	2	-6	0.4	7	13	-1	2.2
CC1CCCCC1NC(=O)c1ccc(-n2cncn2)cc1 (stereo not drawn)	-9	2	1	-5	10	-0.2	-9	-1	-1	-1.3
CC1(C)CC(=O)C2=C(C1)N(CCN1CCOCC1)C1=C(C(=O)CC(C)(C)C1)C2c1cccc(Cl)c1	12	-9	-19	6	3	26*	i	-3	-31	0.4
COc1c(OC(C)=O)ccc(/C=C/c2ccc3cccc(OCc4ccccc4)c3n2)c1[N+](=O)[O-]	0	20	0	-4	-3	-0.9	16	4	1	4.8
OCC(CO)(CO)NC(=S)Nc1cc(Cl)cc(Cl)c1	9	1	-4	1	9	-0.4	-1	-2	8	-0.3
COc1ccc(CCNC2=NCCS2)cc1	-3	-5	-3	-2	7	0.3	-2	2	1	1.2
Cc1ccc(/C=C2\SC(=S)N(CC3CCCO3)C2=O)o1 (stereo not drawn)	2	46*	0	-9	-10	1.0	10	-2	3	0.6
Cc1ccccc1-c1nn(-c2ccc(F)cc2F)cc1CNCCCN(C)C	2	1	-5	0	-5	-0.5	-7	-1	3	1.0
CCC1Sc2ccc(S(=O)(=O)CCC(=O)Nc3ccc(OC(F)(F)F)cc3)cc2NC1=O (stereo not drawn)	13	2	-7	-7	-20	-1.0	12	4	-12	0.1
CC(C)CCNC(=O)c1ccc2nc[nH]c2c1	-3	1	-4	3	-9	-0.3	2	-6	-6	1.9
O=C(NCCc1ccccc1)c1ccc(S(=O)(=O)N2CCCCC2)cc1	0	1	1	1	-5	0.0	-1	2	-1	2.7
Cc1ccc(-c2nnc(N)s2)cc1	-7	1	2	-7	7	1.2	-18	1	-1	5.4
Cc1noc(NS(=O)(=O)c2ccc(NC(=O)CSc3nnc4c(n3)[nH]c3ccccc34)cc2)c1C	3	65*	-1	-1	-4	0.3	-3	-4	10	1.2
C/C=C/c1cnc2c(c1)C(=O)N([C@H](C)CO)C[C@H](C)[C@@H](CN(C)C(=O)CN1CCOCC1)O2	0	1	4	-1	6	-0.8	-4	4	5	2.0
O=C(O)C1=C[C@@H](c2ccccc2)C[C@@H](OCc2ccc(CO)cc2)O1	-3	3	10	-1	1	-0.2	-3	2	1	-1.4
COc1ccc(CNc2ccc([N+](=O)[O-])cn2)cc1	2	-4	-7	-2	3	-0.6	-8	15	2	2.4
CCCCC1=CC2=CC(=O)C(C)(OC(=O)CCc3ccccc3)C(=O)C2=CO1 (stereo not drawn)	-1	22	1	12	-3	-0.1	-1	-10	-4	-1.1
O=C(N/N=C/c1ccncc1)c1ccccc1[N+](=O)[O-]	-2	-3	-3	3	6	0.6	-5	10	1	-0.4
COc1ccc2oc(C(=O)Nc3cccc(S(=O)(=O)N4CCOCC4)c3)c(C)c2c1	-14	10	2	11	-15	-34	-18	0	0	1.5
O=C(Nc1cccc(Cl)c1N1CCOCC1)c1cccnc1	0	-5	5	-2	1	0.0	-3	5	-1	1.2
CCCNC(=O)c1ccccc1NC(=O)CN(c1ccccc1OCC)S(C)(=O)=O	2	-2	2	3	0	-0.1	3	4	1	-1.1
C=CCN(C(=O)[C@@H](C)[C@@H](O)c1ccc(C(C)=O)cc1)c1ccccc1	/	3	2	10	5	-0.2	-3	/	1	/
COc1cccc(-n2nc(C(C)=O)c(=O)[nH]c2=O)c1	8	-3	-3	0	11	-0.1	0	-15	-6	0.2
O=C(CN1CCOCC1)NCc1ccc(F)cc1	2	-2	3	-2	12	0.3	3	-3	2	0.8
COc1cc2c(cc1OC)C(C(=O)NCc1cccnc1)C(c1cccnc1)N(C)C2=O (stereo not drawn)	-1	0	3	-5	2	0.1	-11	-12	-1	0.0
COc1ccccc1C(O)(C(=O)NNc1cccc(C)c1)c1ccccc1OC	-10	-2	3	10	10	-0.7	-3	-2	1	-1.5

Assay outcomes deposited in PubChem by several laboratories.
